High-throughput results as filed in PubChem.
Pf Dd2 inh: qHTS Primary assay for Inhibitors of Plasmodium falciparum Dd2 growth in vitro; P. falciparum Dd2 growth, SYBR Green, 72 h; Potency, µM (highest dose often 28.9 µM), without a hit: top-dose activity, negative = inhibition, most hits filed as inhibitors; hit rate 4.3% among 120,000; AID 1347417, 2020; active means well fitted inhibition curve with a large enough effect; inconclusive means small, poorly fitted or top-dose-only effect; inactive means no such curve, though single readings can be large or run the other way;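 further: plate controls were DMSO vehicle for no effect and reference drug for full effect; nearly all actives have a fitted effect of over 65% in size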
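Readout: SYBR Green fluorescence, 485 nm excitation, 535 nm emission, after ~16 h lysis at 37C. Before that, Dd2-infected red cells (2.5% hematocrit) grew 72 h with compound, 29 uM top final concentration.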
An asterisk follows results filed as active; i = inactive; ? = inconclusive; [ ] = dose if it differs, or a comment. Potency means the concentration at half of the fitted maximal effect. The list is partial; rates above refer to the full screens.

SMILES | Pf Dd2 inh
COc1ccc(C(=O)N2CCN(C(=O)c3cccs3)C[C@@H]2C(=O)N[C@H]2CCCNC2=O)cc1 | 33%[activator]
CCCN1CCC2(CCN(C(=O)c3ccc(F)cc3)CC2)Oc2ccccc21 | i
O=C(CCc1ccnc(N2CCCC2)c1)NCc1ccccc1Cl | ?
COc1ccc(NC(=O)N[C@H]2CO[C@H]3[C@@H]2OC[C@H]3OC(=O)Nc2cccc(C(C)=O)c2)cc1 | ?
Cc1ccc(NC(=O)Cn2c(=O)n(Cc3nc(-c4ccccc4)no3)c(=O)c3cc4c(cc32)OCO4)cc1F | ?
CCOC(=O)C1CCN(C(=O)Cn2ncc3c4ccccc4n(C)c3c2=O)CC1 | 38%[activator]
CCSc1ncc(Cl)c(C(=O)Nc2nc3ccc(Cl)cc3s2)n1 | 3%
O=c1oc2ccccc2n1CCCOc1ccccc1Cl | -18%
Cc1ccc(C)c(NC(=O)CCn2cnnn2)c1 | 6%
COc1ccc(Cl)cc1S(=O)(=O)N1CCCC(CNC(=O)c2ccco2)C1 (stereo not given) | -19%
CCc1nc(-c2c3n(c(=O)n(CC(=O)Nc4ccccc4F)c2=O)CCCCC3)no1 | i
COc1ccc(CCNc2ncnc3c2CN(c2ccccc2C)C(=O)CN3C)cc1 | i
Cc1cccc(-n2cc(-c3ccccc3)c3c(NC4CCCC4)ncnc32)c1 | i
O=C(Cc1c[nH]c2ccccc12)N1CCC(Oc2ccc(-c3noc(C4CC4)n3)cc2)C1 (stereo not given) | 0%[5.79 µM]
Cc1cc(C(F)(F)F)nn1CC(=O)N1C[C@@H](Oc2cccnc2)C[C@H]1C(=O)NC1CC1 | 6%
O=C1CCCCC(C(=O)NC2CCCC2)N1 (stereo not given) | -11%
COCC[C@]1(O)CCN(C(=O)CN2C(=O)CNC2=O)C[C@H]1C | 4%
COc1ccc(N2CCN(c3nc(C(=O)NCc4ccc(C)cc4)cs3)CC2)cc1 | -10%
COc1cccc(-c2nnc(-c3cc4cc(Cl)ccc4oc3=O)o2)c1 | 35%[activator]
COc1cccc(CN(C)C2CCc3ccccc32)c1 (stereo not given) | ?
CN1CC(=O)N(C2CCNC2)Cc2c(NCC(C)(C)C)ncnc21 (stereo not given) | 13%
Cc1ccc(N2CCn3c2nc2c3c(=O)n(CCCc3ccccc3)c(=O)n2C)cc1C | 21%
O=C(N[C@H]1CO[C@H]2[C@@H]1OC[C@@H]2n1cc(-c2ccccc2)nn1)c1ccc(C(F)(F)F)cc1 | ?
Cc1nonc1CC(=O)N1CCCC(c2n[nH]c(=O)n2-c2ccccc2)C1 (stereo not given) | 2%
O=C(Cc1ccc(Br)cc1)N1CCCN(c2cc(-c3ccc(F)cc3)[nH]n2)CC1 | -18%

For reference, part of the list above:
SMILES | Pf Dd2 inh
COc1ccc(C(=O)N2CCN(C(=O)c3cccs3)C[C@@H]2C(=O)N[C@H]2CCCNC2=O)cc1 | 33%[activator]
CCCN1CCC2(CCN(C(=O)c3ccc(F)cc3)CC2)Oc2ccccc21 | i

Later entries.
SMILES | Pf Dd2 inh
CCc1ccccc1OCC(=O)c1ccc2c(c1)N(CCCC(=O)NCC1CCCO1)C(=O)CO2 (stereo not given) | i
Cc1ccc(Cc2nc(C3CC(=O)N(c4ccc(Cl)cc4)C3)no2)cc1 (stereo not given) | 9%
Cc1ccc2nc(Cl)c3cc(C(=O)N(C)C4CCCCC4)sc3c2c1 | -5%
COc1ccc(-c2noc(CSc3nnc(-c4ccncc4)n3-c3ccc(OC)cc3)n2)cc1 | ?
COc1ccc(NC(=O)N2[C@H]3CC[C@@H]2c2cnc(-c4ccc(F)cc4)nc2C3)c(OC)c1 | ?
COc1ccc(-c2noc(-c3ccc(NC4CCCCC4)c([N+](=O)[O-])c3)n2)cc1 | 38%[activator]
Cc1cc(=O)n(CC(=O)Nc2ccc(C(F)(F)F)cc2)c(N2CCOCC2)n1 | i
CN(Cc1ccc(C2CCCCO2)s1)CC1CCN(CCc2ccc(F)cc2)CC1 (stereo not given) | -21%
COc1ccc2c(c1)c(CN1CCc3nn(C)c(=O)n3CC1)cn2C | ?
COc1ccccc1NC(=O)c1ccc(COc2ccc(C)c(C)c2)o1 | 40%[activator]
COc1ccc2c(c1)c(CN1C[C@@H](CO)[C@H](c3nc(C)no3)C1)cn2C | 10µM*
COc1cc(NC(=O)Nc2cccc(-c3noc(C)n3)c2)cc(OC)c1OC | i
Cn1nc(-c2ccc3ccccc3c2)cc1[C@H]1CN2CC[C@H]1C[C@@H]2CNC(=O)N1CCOCC1 | i
N#Cc1ccc(S(=O)(=O)N[C@H]2[C@H](O)[C@H](O)C[C@@H]2c2ccc(C(F)(F)F)cc2)cc1 | 11µM*
O=C(CC(F)(F)F)NCCc1noc(-c2cccnc2)n1 | 31%[activator]
COC(=O)[C@@H](C)NC(=O)[C@@H]1CN(C(=O)c2cccc(F)c2)CCN1C(C)=O | ?
Cc1ccc(CN2CCC(CNC(=O)Nc3ccccc3F)CC2)cc1 | i
C#CC(C)(CC)NC(=O)Cn1nnc(-c2ccc(OCc3ccccc3C)cc2)n1 (stereo not given) | ?
CCOc1ccc(-c2c(C)nn3c(C)c(C(=O)NC(C)c4ccccc4)cnc23)cc1OCC (stereo not given) | -10%
CN1CCC(NC[C@H]2COCc3nc4cc(S(C)(=O)=O)ccc4n32)CC1 | 18%[44.1 µM]
Cc1cc(-n2c(C)nc3ccccc3c2=O)ccc1NC(=O)c1ccccc1[N+](=O)[O-] | -2%
O=C(NCc1nnc2c(-c3nc(C4CC4)no3)cccn12)C1CCCC1 | i
O=C(CN1CCCc2nc(C3CC3)ncc2C1=O)NCCN1CCOCC1 | 43%[activator]
CCOCCCNC(=O)c1c(C)noc1-c1ccc(OC(F)(F)F)cc1 | i
CCc1ccc(Cn2c(CNS(=O)(=O)c3ccc([N+](=O)[O-])cc3)nc3cccnc32)cc1 | -3%

A run of entries of the results above:
SMILES | Pf Dd2 inh
COc1ccc(C(=O)N2CCN(C(=O)c3cccs3)C[C@@H]2C(=O)N[C@H]2CCCNC2=O)cc1 | 33%[activator]
CCCN1CCC2(CCN(C(=O)c3ccc(F)cc3)CC2)Oc2ccccc21 | i
O=C(CCc1ccnc(N2CCCC2)c1)NCc1ccccc1Cl | ?
COc1ccc(NC(=O)N[C@H]2CO[C@H]3[C@@H]2OC[C@H]3OC(=O)Nc2cccc(C(C)=O)c2)cc1 | ?
Cc1ccc(NC(=O)Cn2c(=O)n(Cc3nc(-c4ccccc4)no3)c(=O)c3cc4c(cc32)OCO4)cc1F | ?
CCOC(=O)C1CCN(C(=O)Cn2ncc3c4ccccc4n(C)c3c2=O)CC1 | 38%[activator]
CCSc1ncc(Cl)c(C(=O)Nc2nc3ccc(Cl)cc3s2)n1 | 3%
O=c1oc2ccccc2n1CCCOc1ccccc1Cl | -18%
Cc1ccc(C)c(NC(=O)CCn2cnnn2)c1 | 6%
COc1ccc(Cl)cc1S(=O)(=O)N1CCCC(CNC(=O)c2ccco2)C1 (stereo not given) | -19%
CCc1nc(-c2c3n(c(=O)n(CC(=O)Nc4ccccc4F)c2=O)CCCCC3)no1 | i
COc1ccc(CCNc2ncnc3c2CN(c2ccccc2C)C(=O)CN3C)cc1 | i
Cc1cccc(-n2cc(-c3ccccc3)c3c(NC4CCCC4)ncnc32)c1 | i

Later entries.
SMILES | Pf Dd2 inh
O=C(C1CCCC1)N1CCC(c2noc(COCC3CC3)n2)CC1 | -8%
CCN(Cc1nccn1C)C(=O)c1ccc(N2CCN3CCCC3C2)nc1 (stereo not given) | 7%
COc1ccc(CCC(=O)NCCc2csc(-c3ccc(C(F)(F)F)cc3)n2)cc1 | 46%[activator]
O=C(CN1CCC2(CC1)NC(=O)CC2C(=O)O)NCc1ccccn1 (stereo not given) | -21%
Cc1cc2c(cc1CNC1CC(C)(C)Cc3nc(C(C)(C)C)ncc31)OCO2 (stereo not given) | i
Cc1ccc(C(=O)OCc2cc(=O)n3nc(CC(C)C)sc3n2)cc1 | 36%[activator]
O=C1CC(c2ccccc2)N(C(=O)CNC(=O)c2cnccn2)CCCCCN1 (stereo not given) | 26%
O=c1[nH]c(C2CCN(Cc3ccc(Cl)cc3)CC2)nc2ccc(F)cc12 | ?
Cc1ccncc1C(=O)N1CCCN(S(=O)(=O)c2ccccc2)CCC(=O)NCC1 | -6%
CCC(CC)NC(=O)C1CCCN(S(C)(=O)=O)CCC(=O)NCC1 (stereo not given) | 8%
Cn1cnc(S(=O)(=O)N2CCC(N3C(=O)C4(CCCC4)C3c3ccccc3)CC2)c1 (stereo not given) | -11%
Cc1cccc(CNC(=O)[C@@H]2COCC(=O)N2Cc2ccc(F)cc2)c1 | 5%
COc1cccc(C(=O)N2CCC3(CC2)OCC(C(=O)NC(C)C)N3C(=O)c2ccc(F)cc2)c1 (stereo not given) | -26%
Cc1ccc(NC(=O)CSc2nc3c([nH]c4ccccc43)c(=O)n2-c2ccccc2)cc1Cl | ?
CC(C)(C)OC(=O)N1CC(NCc2cc(F)cc(F)c2)C1 | -11%[44.1 µM]
COc1ccc(C)cc1NC(=O)C1CCN(S(=O)(=O)c2cccc3nonc23)CC1 | 24%
COc1ccc(CC(=O)N2CCCN(c3cc(-c4ccccc4)[nH]n3)CC2)cc1 | i
CCS(=O)(=O)N1CCC2(CC1)CC(N1CCN(C(C)=O)CC1)CCO2 (stereo not given) | 24%
CC(C)c1nn2c(=O)cc(COC(=O)c3ccccc3NC(=O)COc3ccccc3)nc2s1 | 10%
CCC(=O)N1CCc2cc(S(=O)(=O)NC(C(=O)NCCc3ccc(C)cc3)C(C)C)ccc21 (stereo not given) | -9%
CCOc1ccccc1NC(=O)N1CCCN(C(=O)C2CC2)C(c2ccccc2)CC(=O)NCC1 (stereo not given) | i
O=C(Nc1ccc2c(c1)OCCO2)NC1CCN(C(=O)N2CC3CC(C2)[C@H]2CCCC(=O)N2C3)CC1 (stereo not given in full) | i
CCc1ccc(Cn2c(CNS(=O)(=O)c3ccc4c(c3)CCCC4)nc3cccnc32)cc1 | -9%
Cc1ccc(C(=O)N2CCn3c(nnc3C3CC3)C2)cc1 | 1%[44.1 µM]
COc1ccc(F)cc1-c1nc2ccc(-c3ccc(OC)c(OC)c3OC)cc2o1 | i

(list continues)
SMILES | Pf Dd2 inh
CCOc1ccccc1N(C)C(=O)Cn1cnc2onc(-c3ccc(F)cc3)c2c1=O | -17%
COc1ccc(CN2CCc3oc(C)c(C(=O)N4CCOCC4)c3C2)cc1 | i
Cc1ccc(-n2c3nc(=O)[nH]c(=O)c-3cc3c(C)nn(-c4ccccc4)c32)c(C)c1 | -16%
CC(C)(C)OC(=O)N1CCC(c2c(C(=O)NCCN3CCOCC3)cnn2-c2cccc(F)c2)CC1 | ?
CC(C)CN(Cc1cnn(C)c1)C(=O)c1cccc(OCC(N)=O)c1 | -8%
COCCC1(CO)CCCN(C(=O)CCc2c(C)noc2C)C1 (stereo not given) | -5%
O=C(NCC12CCC=C1N(Cc1ccccc1)C(=O)CC2)c1cccnc1 (stereo not given) | i
O=C([C@@H]1C[C@H](Oc2ccccc2)CN1S(=O)(=O)c1cccs1)N1CCOCC1 | ?
O=C(NCCc1ccc(Cl)cc1)c1nc(-c2cccc(F)c2)c2cnccn12 | ?
COc1ccc2c(ccn2CCC(=O)Nc2ccc3c(c2)C(=O)N2CCC[C@H]2C(=O)N3)c1 | ?
O=C(NC1CCCCC1)C1CN(C(=O)c2ccccc2F)CC12CCOCC2 (stereo not given) | -13%
COCc1nc(CCNS(=O)(=O)c2cccc(OC)c2)no1 | 42%[activator]
COCC(=O)Nc1nc2c(s1)C[C@@H]1[C@](C)(CO)[C@H](O)CC[C@@]1(C)[C@@H]2CC(=O)NCCN1CCOCC1 | -14%
Cc1cc(-c2ccc(S(=O)(=O)Nc3cc(Cl)ccc3C)s2)on1 | ?
CCOC(=O)C1(Cc2ccccc2Cl)CCN(C(=O)c2ccsc2)CC1 | -6%
Cc1ccc(CN2CCc3nc(C(=O)NCc4cccc(F)c4)oc3CC2)o1 | -7%[44.1 µM]
CCOC(=O)c1ccc(NC(=O)N2CCc3c(nc4cc[nH]n4c3=O)C2)cc1 | ?
Cc1ccc(C)c(CN2C(=O)c3ccccc3S(=O)(=O)c3ccc(C(=O)N4CCN(c5ccccn5)CC4)cc32)c1 | ?
Cc1cnc(NC(=O)c2ccc3c(c2)OCCN(c2ccccc2)C3)s1 | ?
Cc1cc(C)c2nc(N(Cc3cccnc3)C(=O)Cc3ccccc3)sc2c1 | 10µM*
O=C(CCc1conc1-c1cccc(F)c1)NCC1CC1 | -2%
O=C(NCCn1cccc1-c1nc(-c2ccc3c(c2)OCO3)no1)c1cccc(F)c1 | ?
CCC1(N2CCN(C(=O)COc3cccc(Cl)c3)CC2)CCN(S(C)(=O)=O)C1 (stereo not given) | i
Cc1cccc(NC(=O)C(Cc2ccccc2)NS(=O)(=O)c2ccc3c(c2)c(=O)n(C)c(=O)n3C)c1 (stereo not given) | ?
COCC(=O)N1CC(C(=O)NCc2cccc(F)c2)CC(c2ccc(OC)c(OC)c2)C1 (stereo not given) | 0%

New compounds follow:
SMILES | Pf Dd2 inh
O=C1CN(Cc2cccc(Cl)c2)CCN1c1ccc(Cl)nn1 | ?
CC1CCCN(S(=O)(=O)c2ccc(N3CCCCS3(=O)=O)cc2)C1 (stereo not given) | -9%
CCC1CN(C(=O)N2CCC(C(=O)NCc3ccccc3C)CC2)c2ccccc2O1 (stereo not given) | i
O=C(Oc1ccc(F)cc1)c1nc(SCc2ccccc2F)ncc1Cl | 28%
O=C(Nc1c(O)c2ccccc2oc1=O)c1ccccc1Cl | -5%
COc1ccc(CN2CCc3nn(CC4CC4)c(=O)n3CC2)cc1 | 14%
O=C(NCC(c1cccnc1)N1CCCCC1)c1cn2c(n1)CNCC2 (stereo not given) | 9%
